FAS TE block: FAS thioesterase (human) inhibition; P49327; recombinant FAS-TE, OMFH fluorogenic substrate, fluorescence endpoint; inhibition, % at 15 µM; hit rate 0.67% among 360,000; AID 602261;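 active = compounds whose normalised, plate-corrected inhibition of enzyme fluorescence in the single-dose primary screen is 50% or more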;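 note: 0% = DMSO with enzyme and 100% = substrate without enzyme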
CSN inh: CSN deneddylation inhibition. Q92905. Purified CSN, SCF-Nedd8-OG deneddylation, fluorescence polarization. inhibition, % at 12.5 µM. hit rate 0.38% among 360,000;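 active = pattern-corrected inhibition above about 35%, with an unprinted fluorescence ratio check between 0.5 and 1.5, limit read from the data, passing the limit was not always enough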;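 note: 0% = enzyme with substrate and 100% = substrate without enzyme; some results filed as inactive read as strong as hits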
Target sequence (Q92905 whole entry, looked up, one chain of several): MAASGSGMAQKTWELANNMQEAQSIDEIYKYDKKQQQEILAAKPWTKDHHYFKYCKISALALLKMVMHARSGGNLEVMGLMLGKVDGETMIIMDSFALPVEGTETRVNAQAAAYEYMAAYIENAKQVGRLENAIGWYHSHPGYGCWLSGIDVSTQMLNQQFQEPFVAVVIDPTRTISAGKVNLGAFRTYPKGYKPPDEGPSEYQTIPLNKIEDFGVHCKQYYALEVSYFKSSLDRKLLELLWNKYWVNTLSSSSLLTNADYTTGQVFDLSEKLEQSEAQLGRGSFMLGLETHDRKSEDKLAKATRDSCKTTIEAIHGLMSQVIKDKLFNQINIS
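Assay system: purified human Csn5 enzyme expressed in HEK293T cells; Input: 0.24 nM Csn5 enzyme, final concentration; Reagent: 10 nM SCFSkp2-Nedd8OG; Compound dosing: 12.5 µM single point; Times: reaction 90 min, room temperature; Technique: fluorescence polarization readout.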
MsrA inhibitor: inhibitors of bovine MsrA; purified bovine MsrA, absorbance read-out; inhibition, % at 15.5 µM; hit rate 0.75% among 360,000; in the data active = inhibition above about 4.5%;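 note: 0% = vehicle wells with enzyme and 100% = reference inhibitor wells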
MsrA act: activates bovine MsrA enzyme. hit rate 0.3% among 360,000. purified bovine MsrA, absorbance read-out. activation, % at 10.6 µM. AID 602163; in the data active = activation above about 7.5%;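 note: 0% = vehicle and 100% = reference activator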
E coli Lon inh: E. coli protease La inhibition | purified E. coli Lon protease, fluorescence polarization | P0A9M0 | hit rate 0.42% among 360,000 | inhibition, % at 7.94 µM; in the data active = inhibition above about 13%, passing the limit was not always enough;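 note: 0% = enzyme with probe and DMSO and 100% = no enzyme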
PABP1 MLLE inh: blocks PAM2 peptide binding to the PABP1 MLLE domain | P11940 | GST-MLLE / FITC-PAM2 fluorescence polarization | inhibition, % at 20 µM | hit rate 0.36% among 360,000 | AID 588489; in the data active = inhibition above about 35%, passing the limit was not always enough;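 note: plate controls were DMSO wells with GST-MLLE for no effect and wells lacking GST-MLLE protein for full effect; some results filed as inactive read as strong as hits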
Target sequence (P11940 whole entry, looked up, the tested form may be a part): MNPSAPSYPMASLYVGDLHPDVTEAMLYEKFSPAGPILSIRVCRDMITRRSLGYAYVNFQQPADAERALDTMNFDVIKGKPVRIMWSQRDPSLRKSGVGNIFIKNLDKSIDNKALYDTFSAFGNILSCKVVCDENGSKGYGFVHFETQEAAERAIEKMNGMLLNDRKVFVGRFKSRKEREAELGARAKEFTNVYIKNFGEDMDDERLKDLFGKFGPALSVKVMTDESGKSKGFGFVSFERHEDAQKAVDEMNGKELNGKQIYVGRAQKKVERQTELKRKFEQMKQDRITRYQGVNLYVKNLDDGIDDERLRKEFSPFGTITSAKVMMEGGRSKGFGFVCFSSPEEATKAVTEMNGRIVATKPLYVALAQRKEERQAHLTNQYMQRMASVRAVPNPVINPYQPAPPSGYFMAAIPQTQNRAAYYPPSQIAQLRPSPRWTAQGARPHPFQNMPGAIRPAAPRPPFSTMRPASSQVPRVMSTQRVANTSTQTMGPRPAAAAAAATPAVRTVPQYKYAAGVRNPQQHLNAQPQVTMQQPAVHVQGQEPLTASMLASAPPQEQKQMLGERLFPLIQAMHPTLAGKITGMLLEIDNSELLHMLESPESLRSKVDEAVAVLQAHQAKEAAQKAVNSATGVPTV
Tb MetRS inh: blocks T. brucei methionyl-tRNA synthetase activity | hit rate 0.4% among 360,000 | purified T. brucei MetRS, ATP depletion, Kinase-Glo luminescence | inhibition, % at 11.9 µM;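 active = inhibition above a per-plate cutoff of the control wells' mean inhibition plus 3 SD, cut at about 5.5% in these data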;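 note: 0% = DMSO wells median and 100% = median of wells with control inhibitor compound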
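Dosing: 11.9 µM single point; system: parasite MetRS enzyme; technique: luminescence of leftover ATP; times: 15 min enzyme-compound preincubation, 2 h reaction, 10 min detection, 25 °C; replicates: each compound tested once; read-out basis: percent inhibition relative to median high and low control wells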
Rin1 Abl inh: human Rin1-Abl interaction inhibition; P00519+Q13671; TR-FRET Rin1/Abl binding, biochemical; inhibition, % at 7.35 µM; hit rate 0.4% among 360,000; AID 588664; in the data active = inhibition above about 5%, passing the limit was not always enough
Neddylation inh: blocks human cullin neddylation | TR-FRET cullin neddylation, biochemical | calls only at 25 µM | hit rate 0.58% among 360,000; in the data active = inhibition above about 36%
Numbers without * were called inactive; i = inactive; nt = no result given. The order is random. Share with any hit: about 4%.

The line under a structure holds: FAS TE block, CSN inh, MsrA inhibitor, MsrA act, E coli Lon inh, PABP1 MLLE inh, Tb MetRS inh, Rin1 Abl inh, Neddylation inh
Cc1cc(NC(=O)COC(=O)c2ccccc2S(=O)(=O)N(C)c2ccccc2)no1
    -1, 2, -0.6, -1, 1, 10, -0.2, -10, i
O=c1cc(-c2ccccc2Cl)oc2cccc(O)c12
    11, -6, 0.0, -2, 0, 7, 0.1, 2, i
CN(CC(=O)Nc1cccc(F)c1)C(=O)c1cccc(S(=O)(=O)N2CC3(C)CC2CC(C)(C)C3)c1 (centres undefined)
    15, 6, -0.9, 4, -1, -11, -0.3, 1, i
COCc1cc(C)nc(Oc2ccccc2)c1C#N
    7, -3, 0.9, -2, -3, 8, -0.4, 0, i
Cc1sc2ncnc(N3CCN(c4ncccn4)CC3)c2c1C
    3, -7, -0.2, 1, 3, -9, -0.8, -2, i
O=C(Nc1ccc2snnc2c1)Nc1cccc2ccccc12
    14, -6, -0.8, -11, -2, 0, -2.7, 1, i
CC(c1nnc(SCC(=O)Nc2sccc2C#N)n1-c1ccc(Cl)cc1)N(C)C (centres undefined)
    -4, 5, -1.1, -2, -2, -37, 0.1, -2, i
COc1ccc(C(=S)N2CCN(c3ccccc3Cl)CC2)cc1OC
    9, -3, -0.3, -8, 8, 40*, -1.6, 1, i
S=C(NCCc1ccccc1)N1CCN(C2CCCCC2)CC1
    -1, -7, -1.4, 0, -1, -108, 0.1, 2, i
COc1ccc(CCN=C(N)Nc2nc(C)cc(C)n2)cc1
    0, 2, 0.1, -4, 2, 1, 0.2, 4, i
NS(=O)(=O)c1ccc(CCNC(=O)CSc2ccsc2[N+](=O)[O-])cc1
    -10, 7, -0.6, -9, 2, -5, -1.0, 0, i
CC1CC(C)CN(C(=O)COC(=O)c2nccnc2N)C1 (centres undefined)
    -5, -1, 1.1, -7, 9, -6, -0.4, 2, nt
CCn1cc(C(=O)OCC(=O)Nc2c(C)n(C)n(-c3ccccc3)c2=O)c(=O)c2ccc(C)nc21
    -10, 1, nt, -4, 9, 21, -0.1, -1, i
O=C(CCS(=O)(=O)c1ccc(Br)cc1)Nc1ccc2c(c1)OCO2
    2, -7, -0.7, -10, 2, -4, -0.3, 3, i
O=C(NCCCn1ccnc1)c1cc(C(=O)C2CCCCC2)c[nH]1
    -2, -6, -0.2, -9, 9, 0, -1.3, -2, i

Some of these compounds in order of their number in E coli Lon inh, lowest first.
| structure | CSN inh | MsrA inhibitor | MsrA act | E coli Lon inh | PABP1 MLLE inh | Tb MetRS inh | Rin1 Abl inh | Neddylation inh |
| --- | --- | --- | --- | --- | --- | --- | --- | --- |
| CN(CC(=O)Nc1cccc(F)c1)C(=O)c1cccc(S(=O)(=O)N2CC3(C)CC2CC(C)(C)C3)c1 (centres undefined) | 6 | -0.9 | 4 | -1 | -11 | -0.3 | 1 | i |
| NS(=O)(=O)c1ccc(CCNC(=O)CSc2ccsc2[N+](=O)[O-])cc1 | 7 | -0.6 | -9 | 2 | -5 | -1.0 | 0 | i |
| Cc1sc2ncnc(N3CCN(c4ncccn4)CC3)c2c1C | -7 | -0.2 | 1 | 3 | -9 | -0.8 | -2 | i |

Remaining list, next part
The line under a structure holds: FAS TE block, CSN inh, MsrA inhibitor, MsrA act, E coli Lon inh, PABP1 MLLE inh, Tb MetRS inh, Rin1 Abl inh, Neddylation inh
CC(C)(C)NC(=O)CSc1nc2cccnc2n1C1CCCCC1
    -1, -7, -0.4, 0, 8, 2, -0.3, -1, i
COc1ccc(OCCn2c(C)c(/C=N/n3cnnc3)c3ccccc32)cc1
    4, 4, nt, -9, -7, -4, -0.9, -4, i
O=S(=O)(Nc1cccc2c1ccc1cccn12)c1cccs1
    -2, 22, 1.7, -4, -16, -48, 0.1, -2, i
COc1ccc(NC(=O)N2CCCC2C(=O)Nc2ccccc2F)cc1 (centres undefined)
    -4, 4, 1.0, -8, 10, -19, -0.9, 0, i
CC1=C(C(=O)N2CCOCC2)CC(CC(=O)NCc2cccs2)C(=O)N1CCC1=CCCCC1 (centres undefined)
    -6, -1, -0.4, -3, 1, -5, 1.0, -3, i
Cc1ccc2c(Cl)cc(Cl)c(OCC(=O)Nc3cc(S(=O)(=O)N(C)C)ccc3C)c2n1
    52*, -1, 1.4, -3, 2, -22, -0.2, -2, i
N#Cc1ccccc1S(=O)(=O)N1CCN(C(=O)C2CCCC2)CC1
    1, -1, -0.6, 1, 0, 0, -1.3, 1, i
CCOC(=O)N1CCN(C(=O)c2ccc(NS(=O)(=O)c3ccc(C)cc3)cc2)CC1
    -1, 1, -0.1, -2, -2, -5, -0.1, 3, i
CCOCc1c(C(=O)NCC(c2ccco2)N2CCCC2)oc2ccccc12 (centres undefined)
    -2, 4, -0.5, -5, 6, 6, -0.5, 6, i
O=C(Nc1cccc2cccnc12)c1ccc(Br)cc1Br
    10, 2, nt, -8, -3, 4, 0.3, -1, i
CCOc1cc2c(C#N)c(N3CCCCC3)nc(N)c2c(N)n1
    4, 19, -0.2, -1, -17, -37, -0.7, 0, i
CCOC(=O)Nc1cc(Br)c2c(c1)OCCO2
    -2, -4, 0.7, -1, 9, 3, -0.4, -1, i
CC(C)(CN1CCN(Cc2ccccc2)CC1)NS(=O)(=O)c1ccccc1
    -4, -1, -0.5, -3, -4, 5, 0.2, 0, i
O=C(NCCN1CCCC1)c1ccc2c(=O)n(CCc3ccccc3)c(=O)[nH]c2c1
    -5, 7, 0.8, 0, -6, 0, 0.2, 3, i
CCOC(=O)N(C)c1c(CC)nc2c(OCc3ccc(F)c(F)c3)cccn12
    3, -3, 2.6, -2, 5, 4, -0.2, 1, i
CC(=O)Nc1ccc(S(=O)(=O)Nc2nccc(/C=C/c3ccc(Cl)cc3)n2)cc1
    -6, -17, 0.1, -4, 4, 12, 2.5, 2, i
Brc1ccccc1-c1nnc2sc(Cc3ccccc3)nn12
    4, 4, -0.9, -3, 4, -13, -0.1, 1, i
COc1cc(S(=O)(=O)NCCCN2CCOCC2)ccc1Cl
    -7, 1, -0.6, -1, -5, -33, -0.4, 1, i
COc1ccccc1OCCn1c(C)c(C=O)c2ccccc21
    8, 0, 1.5, -6, 2, -4, -0.6, -3, i
Cc1oc(-c2cccc(Cl)c2)nc1CS(=O)(=O)CC(=O)NC1CC1
    -1, -1, -0.7, 1, 0, 17, -0.3, 0, i
CN(C)c1ccc(/C=N/NC(=O)CSc2ccccn2)cc1
    -3, 4, 2.8, -4, 3, -5, 0.1, -3, i
Cn1cncc1C#Cc1ccc2cc(C3(O)CCCCC3)oc(=O)c2c1
    -12, 36*, 0.0, -4, -7, -16, -0.3, 7, i
Cc1ccc(C(=O)N2CCCC(c3ccc(Cl)cc3)=N2)cc1
    18, -9, 2.2, -4, -12, -2, -0.7, 3, i
CN(CC(=O)Nc1ccc(F)cc1)C(=O)CSc1nccn1C
    -7, 5, 0.3, -3, -16, -77, 0.0, 2, i
COc1cccc(OC)c1C(=O)Nc1ccc2c(c1)n(C)c(=O)n2C
    -2, 1, -0.1, 0, -4, -3, -0.3, 0, i
COc1ccccc1N1CCN(C(=O)c2oc3cc(C)c(C)cc3c2C)CC1
    22, -3, 0.5, -1, -6, 11, -0.7, -3, i
Cc1cc2cc(C)c3nnc(SCc4ccccn4)n3c2cc1C
    -5, 5, 0.8, -1, -10, -16, -0.3, -2, i
COC(=O)c1nc(N)sc1-c1ccc(Cl)c(Cl)c1
    8, -3, -0.4, -2, 3, 10, -0.4, -4, nt
Cc1nc2nc3c(cn2n1)C(=O)CCC3
    -8, 3, 0.1, 1, -4, -9, -1.0, 5, i
C=CCn1c(-c2cccs2)nc2nc3ccccc3nc21
    -3, -2, 2.3, -2, -5, 11, -1.6, -3, nt
CCn1c2ccc(C)cc2c2nnc(SCCN3CCOCC3)nc21
    2, -4, 1.0, -10, 1, 32, -0.6, -7, i
CCCCC(=O)NC(NC(=O)CCCC)c1ccc(OCCC)c(OC)c1
    -17, -11, -1.2, -10, -5, -16, -0.6, -2, i
Cc1ccc(C)c(N2CCN(C(=O)CCCCCn3c(=S)[nH]c4ccc(N5CCOCC5)cc4c3=O)CC2)c1
    28, 2, 1.9, -3, -3, -45, 0.1, 1, i
CCOC(=O)c1cc2c(ccn2C)n1CC(=O)N1CCN(c2ccc(F)cc2)CC1
    4, 5, 0.8, -2, -5, 5, 0.0, 4, i
Nc1ccc(Oc2ccc(N)c([N+](=O)[O-])c2)cc1[N+](=O)[O-]
    34, -1, 0.0, -5, -14, 7, -0.2, -12, i
CC(C)C[C@H](NC(=O)NC(C)C)C(=O)O
    -6, 5, -0.9, 1, -6, 1, -0.8, 0, i
CCOc1ccc(NC(=O)C2CC(=O)N(c3cc(C)cc(C)c3)C2)cc1 (centres undefined)
    2, 3, 0.1, 0, -1, -6, -1.4, 1, i
C=CCC(C(=O)Oc1c(C(C)(C)C)cc(C)cc1C(C)(C)C)c1ccccc1 (centres undefined)
    16, 2, 1.7, 0, -9, 3, 0.0, 2, i
CS(=O)(=O)N(CC(=O)N1CCN(c2ccccc2F)CC1)c1cc(C(F)(F)F)ccc1Cl
    14, 3, nt, -7, -3, -7, -1.2, 2, i
CCN(CC)S(=O)(=O)c1cccc(C(=O)NN2Cc3ccccc3C2=N)c1
    -4, 6, 1.5, -10, -1, 8, -0.6, -6, i
CCCc1nnc(NC(=O)CSc2ncn[nH]2)s1
    -6, 2, -0.2, 1, 10, 8, -1.2, -1, i
Cc1cccc(C)c1NC(=O)C(CCc1ccccc1)N1CCC(c2ccccc2)CC1 (centres undefined)
    nt, 2, -1.1, nt, nt, nt, -0.5, nt, i
Cc1nc(C(F)(F)F)ccc1C(=O)Nc1ccc2ccccc2n1
    -4, -2, -0.3, -12, -6, 16, -0.7, 2, i
CC(C)OC(=O)C1C(=O)CC(C)(O)C(C(=O)OC(C)C)C1c1ccc([N+](=O)[O-])cc1 (centres undefined)
    2, -8, 1.5, -4, -1, 10, -0.5, 1, i
O=C(NCc1cccs1)c1cc2c(s1)CS(=O)(=O)C2
    -6, -1, 0.6, -2, -5, 3, 0.1, 0, i
O=S(=O)(c1ccccc1)c1nc(Nc2ccccc2N2CCOCC2)sc1Cl
    28, 0, 0.2, -4, -12, -11, -0.4, -2, i
Cc1cccc(C)c1N1C(=O)c2ccccc2NC(=O)C1C(=O)NCc1ccco1 (centres undefined)
    nt, -4, -1.0, nt, nt, nt, 0.3, nt, i
COc1ccc(NC(=S)N(CCN(C)C)C(C)c2ccco2)cc1 (centres undefined)
    -8, -8, -0.3, -7, -5, 9, -0.7, 0, i
Cc1ccnc(NCc2cc(Cl)ccc2O)c1
    2, -2, -0.3, -2, -11, -13, 0.8, -1, i
O=C(c1ccc(=O)oc1)N1CCCc2ccccc21
    -2, 33, 1.6, -1, -6, -12, -0.4, 4, i

Screening data as filed in PubChem.
